Compound activity from PubChem BioAssay.
TDP1 cell CPT: growth inhibition of DT40 Tdp1-/-;hTDP1 cells with camptothecin (screen for TDP1 inhibitors). Potency, µM (titrated, usually from 46.2 µM), inactives show top-dose activity change, negative = growth inhibition, actives largely listed as inhibitors. actives 12% (n = 420,000). chicken DT40 Tdp1-/-;hTDP1 cells + 20 nM CPT, ATP luminescence, 48 h; also: nearly all actives have a fitted effect of over 55% in size
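Chicken DT40 Tdp1-/- cells stably complemented with human TDP1 were seeded at 400 cells/well in medium containing 20 nM camptothecin, exposed to pin-transferred compounds, and grown at 37 °C for at least 48 hr. Viability was read as ATP luminescence.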
FEN1 inh: human FEN1 inhibition. P39748. Recombinant FEN1 flap cleavage, fluorescence, 15 min. Potency, µM (top dose mostly 114 µM), for the others: at the top dose activity change, negative = inhibition, usual class: inhibitors. actives 0.35% (n = 390,000). AID 588795; also: nearly all actives have a fitted effect of over 65% in size
Target sequence (P39748 whole entry, looked up): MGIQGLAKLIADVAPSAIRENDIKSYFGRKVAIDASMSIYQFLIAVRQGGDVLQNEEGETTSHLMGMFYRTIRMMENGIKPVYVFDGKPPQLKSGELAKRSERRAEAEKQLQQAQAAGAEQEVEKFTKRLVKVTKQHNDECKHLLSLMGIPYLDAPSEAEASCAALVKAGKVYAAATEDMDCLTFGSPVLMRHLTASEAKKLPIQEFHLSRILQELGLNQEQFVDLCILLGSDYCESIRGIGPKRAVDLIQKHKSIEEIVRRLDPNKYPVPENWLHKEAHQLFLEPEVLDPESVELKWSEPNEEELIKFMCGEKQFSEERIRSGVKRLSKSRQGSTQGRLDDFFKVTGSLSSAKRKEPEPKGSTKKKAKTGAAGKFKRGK
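Compounds are tested as a concentration series against 10 nM FEN1; after a 15 min room-temperature preincubation, 50 nM substrate starts cleavage, with plate reads at 0 and 15 min. Normalized responses are fitted by a Hill equation.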
N370S GC mod: N370S glucocerebrosidase modulation, Gaucher chaperone candidate; P04062; N370S GC spleen homogenate, 4MU-glucoside fluorescence; Potency, µM (doses to about 59.4 µM), inactives show at the top dose activity change, negative = inhibition, actives largely listed as inhibitors; actives 0.092% (n = 330,000); AID 2101;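 also: 0% = full enzyme activity and -100% = no enzyme basal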
The depositor's hits bear a star; ? = inconclusive; / = not tested or not shown; & = joins results of further samples; [ ] = another dose, or the depositor's remark. Calls follow the shape of the dose curve; as a rule, active = well fitted curve in the direction sought with a large enough effect; inconclusive = small, poorly fitted or top-dose-only effect, or another doubt; inactive = no such curve, though single readings can be large; an effect the other way counts as inactive or inconclusive. Unless noted, % is scaled to controls: 0 for no effect and ±100 for the full control effect; potency is read from the fitted curve at half-maximal effect.

SMILES	TDP1 cell CPT	FEN1 inh	N370S GC mod
COc1ccc(C(=O)NN2CCCCC2)cc1OC	-2.1%	-2.5%	-1.1%
COc1cccc(NC(=O)C2C3C=CC4(O3)C2C(=O)N(CCCN2CCCCC2)C4C(=O)NC2CCCCC2)c1 (configuration not stated)	18.2%	6.6%	1.2%
Cc1nn(-c2cccc(Cl)c2)c2nc(-c3ccco3)cc(C(=O)O)c12	-21.1%	-0.3%	/
COc1ccc(NS(=O)(=O)c2cc(Br)cc3c2N(C(=O)C2CC2)CC3)cc1OC	2.31µM*	-7.7%	/
Cc1cccc(C(=O)N2CCCC(N3CCN(c4ccccc4)CC3)C2)n1 (configuration not stated)	-20.3%	-7.6%	-0.3%
COc1cc(-c2nc(S(=O)(=O)c3ccc(Cl)cc3)c(N(C)C)o2)cc(OC)c1OC	-27.9%	-1.7%	-13.7%
COc1cccc(/C=N/N(C)C2=NS(=O)(=O)c3ccccc32)c1O	?	-11.8%	8.7%
Cc1ccc(C#N)c(SCc2ccccc2[N+](=O)[O-])n1	0.1%	-10.7%	19.5%
COc1ccc(C(=O)/C(=C/O)N=Nc2ccc(F)cc2)cc1	?	-8.6%	2.4%
COc1cccc(Oc2nc(C)nc3c2oc2ccccc23)c1	-20.7%	-15.2%	/
Cc1ccc2c(c1)N(CC(=O)N1CCOCC1)C(=O)CO2	18.3%	-5.1%	-4.9%
Cc1cc(NS(=O)(=O)c2ccc(NC(=O)COc3ccc(Br)cc3C)cc2)no1	-3.7%	-11.0%	/
CCOc1ccc(CNC(=O)CCS(=O)(=O)c2cc3c(cc2Cl)NC(=O)CO3)cc1OC	9.3%	-0.9%	/
Cc1ccc(OC(=O)CCC(=O)NC(C)c2ccccc2)cc1 (configuration not stated)	-4.2%	0.3%	3.3%
COc1ccc(CCN2C(=O)CC(C(N)=O)SC2=Nc2ccccc2)cc1OC (configuration not stated)	-10.1%	-8.4%	5.2%
C#CCOCCOCCOCCNc1nc(N2CCN(C(=O)CCCCCCCCCCNC(=O)[C@H](CO)n3cc(CCCSC)nn3)CC2)nc(N2CCN(C(=O)CCCCCCCCCCNC(=O)[C@H](CCCN=C(N)N)n3cc(C[C@@H](C)CC)nn3)CC2)n1	?	22.4µM*	3.16µM*
CC(C)C[C@H](NC(=O)c1nc[nH]c1C(=O)NC(c1ccccc1)c1ccccc1)C(=O)OC(C)(C)C	4.11µM*	-21.7%	-13.4%
O=C(NCCCC(NC(=O)OCc1ccccc1)C(=O)O)OCc1ccccc1 (configuration not stated)	-3.3%	-0.1%	-6.5%
Cc1cccc(NC(=O)N[C@@H](C)C(=O)O)c1	-2.5%	8.9%	1.2%
COc1ccc(C2C(=O)N(C3CCCCC3)CC(=O)N2CCc2ccccc2)cc1OC (configuration not stated)	?	2.8%	-13.3%
Cc1cc2cc(CNC(=O)c3cccc([N+](=O)[O-])c3)ccc2[nH]1	?	7.6%	9.9%
Cc1ccc(-n2nnnc2SCn2nnc3ccccc3c2=O)cc1	?	-1.1%	-16.3%
COCCn1nnnc1C(c1cccs1)N1CCN(c2ccccc2)CC1 (configuration not stated)	-13.1%	-1.8%	19.6%
CCN(CC)c1ccc(N2C(=O)/C(=C\c3cccnc3)SC2=S)cc1	?	11.3%	5.3%[12.8 µM]
Cc1c(-c2nsc(NC(=O)c3cccs3)n2)nnn1-c1ccc(F)cc1	?	5.0%	/
Cc1ccccc1C(=O)c1c[nH]c(C(=O)NCCCn2ccnc2)c1	14.8%	-0.6%	-7.5%
COc1ccc(F)cc1S(=O)(=O)NCCc1csc(-c2ccc(Cl)cc2)n1	?	-1.1%	/
O=C(O)C1CC(=O)N(c2ccc(Br)cc2)C1 (configuration not stated)	-12.3%	6.4%	-6.5%
COCCCn1c(SCc2nnc(-c3ccccc3)o2)nc2sc3c(c2c1=O)CCC3	?	-8.9%	25.3%
Cc1cccc(C2=NN(c3ccccc3)[C@H](CO)[C@H]2c2ccc(Cl)cc2)c1	?	-8.4%	?
O=c1c2sccc2n(Cc2cc(=O)n3cc(Cl)ccc3n2)c(=O)n1-c1ccccc1	0.7%	8.6%	/
CCN(Cc1ccccc1OC)CC1CCCN(CCc2cccc(OC)c2)C1 (configuration not stated)	14.6µM*	2.4%	-6.8%
COc1ccc(N2CC(C(=O)N[C@@H](CC(C)C)C(=O)NC3CCCC3)CC2=O)cc1 (some centres not stated)	0.3%	-0.5%	-1.5%
CC(=O)Nc1ccc(S(=O)(=O)NCCC(=O)NC2CCCCCC2)cc1	-3.3%	-1.1%	-5.7%
COc1cc2ccccc2cc1C(=O)Nc1cccc(-c2nc3ccccc3o2)c1	?	-12.6%	/
CCOc1ccc(C(=O)NCC(=O)OCC(=O)N(C)CC(=O)Nc2ccccc2CC)cc1OCC	-14.5%	0.5%	/
CC(C)(C)NC(=O)C(c1ccncc1)N(CC1CCCO1)C(=O)Cn1nnc(-c2ccc(F)cc2)n1 (configuration not stated)	-7.7%	-0.6%	8.9%
Cc1ccn2cc(CCNC(=O)CC(C)(C)C)nc2c1	5.1%	4.7%	-2.3%
CCCCOc1ccc(C(=O)NCc2ccncc2)cc1	-27.1%	-3.0%	2.2%
Cc1ccc(OCCn2ccnc2)c(C)c1	-8.6%	-1.6%	0.1%
CCCc1nc2oc3c(OC)ncnc3c2c2c1COC(C)(C)C2	?	1.0%	3.9%
COc1ccc(N(C(=O)c2ccc(OC)c(OC)c2)S(=O)(=O)c2ccc(Cl)cc2)cc1	25.9µM*	89.1µM*	/
O=C(c1cnn2c1NC(=C1CC1)C=C2C(F)F)N1CCc2ccccc21	11.2µM*	7.8%	/
c1ccc(-c2nc(-c3nccc4ccccc34)oc2-c2ccccc2)cc1	-27.6%	-12.9%	?
CCN1CCN(C(=O)c2cc(COc3ccc4ncccc4c3)on2)CC1	16.4µM*	4.8%	-1.5%
COc1ccc(-c2csc(N3C(=O)C4C5c6ccccc6C(c6ccccc65)[C@@H]4C3=O)n2)cc1 (some centres not stated)	-14.2%	6.6%	-20.7%
Cc1ccc2cc(CCNC(=O)c3ccc(Br)o3)c(=O)[nH]c2c1	?	-4.5%	0.7%
C=C[C@]1(C)Cc2occ(C)c2C[C@H]1C(=C)C(=O)O	-3.8%[9.04 µM]	/	-13.7%
O=C(Cc1ccc(F)cc1)NC(Cc1c[nH]c2ccccc12)C(=O)O (configuration not stated)	15.6%	15.0%	1.4%
O=C(NCCN1CCOCC1)/C(=C/c1ccc(F)cc1)NC(=O)c1ccccc1	-3.6%	0.4%	-5.4%
O=C(NC(=S)Nc1ncccn1)c1ccc(F)cc1	7.7%	0.9%	7.3%
O=C(/C(=C/O)N=Nc1ccccc1)c1ccco1	?	-5.6%	7.2%
Cc1ccc(S(=O)(=O)NCC(=O)OC(C)C(=O)NCc2ccc3c(c2)OCO3)cc1 (configuration not stated)	-7.0%	0.4%	/
O=C(Nc1cccc(C(F)(F)F)c1)c1ccc(Cn2cc(Br)cn2)o1	?	-18.4%	18.2%
O=C(CC(c1ccccc1)C1CCCCC1=O)c1ccccc1 (configuration not stated)	18.4µM*	6.9%	/
CCn1c(O)c(N=NC(=O)c2ccc(CSc3nncn3C)cc2)c2ccccc21	?	-22.0%	-8.7%
CCOc1nc(CC)nc(NC(=O)NS(=O)(=O)c2ccccc2Cl)n1	-10.7%	1.3%	-2.1%
Cc1noc(C)c1COC(=O)CCCOc1ccc(Cl)cc1Cl	1.6%	-17.8%	18.1%
OCC1(CO)COC(CCc2ccccc2)=N1	-9.8%	0.2%	-16.9%
CCOC(=O)CSc1nc2ccccc2c(=O)n1-c1cccc(C)c1	-23.0%	-12.0%	/

Single values from the list:
Under FEN1 inh, `CCn1c(O)c(N=NC(=O)c2ccc(CSc3nncn3C)cc2)c2ccccc21` shows -22.0%
Under N370S GC mod, `O=C(/C(=C/O)N=Nc1ccccc1)c1ccco1` shows 7.2%

Following part:
SMILES	TDP1 cell CPT	FEN1 inh	N370S GC mod
Cc1cc(C)c2c(CC(=O)Nc3ccccc3C(F)(F)F)coc2c1	-2.4%	-4.9%	/
O=C(O)c1cccnc1SCc1cccc(Br)c1	-15.5%	-4.0%	-12.7%
Cc1cc2c(cc1S(=O)(=O)CCC(=O)N(C)C1CCCCC1)OCC(=O)N2	-17.8%	-9.4%&-1.2%	-10.0%
CNc1ccc(Cl)nn1	1.3%	19.4%	-13.2%
CN1CCN(CC(=O)Nc2cc(N(C)C)nc3ccccc23)CC1	1.2%	-5.6%	0.4%
COC(=O)c1ccccc1S(=O)(=O)N1CCC(C(=O)NCc2ccco2)CC1	-10.0%	-14.2%	/
Cc1ccc2nc(NC(=O)CSc3nc(=O)n(CCCN(C)C)c4c3CCC4)sc2c1	9.2µM*	?	-5.0%
CS(=O)(=O)N1c2ccccc2[C@]2([C@@]34C[C@H]5C(=O)N[C@@H](Cc6ccccc6)C(=O)N5[C@@H]3N(S(C)(=O)=O)c3ccccc34)C[C@H]3C(=O)N[C@@H](Cc4ccccc4)C(=O)N3[C@H]12	6.3%	-13.2%	/
CCOc1ccccc1NC(=O)CSc1ccccc1	0.6%	-1.6%	-0.6%
CC(=O)Nc1ccc(NC(=O)C(Cc2ccccc2)NS(=O)(=O)c2ccc3c(c2)oc(=O)n3C)cc1 (configuration not stated)	-8.9%	17.3%	/
COc1ccc(-n2c(C)csc2=S)cc1	-1.0%	6.6%	-1.8%
COC(=O)c1c(N2C(=O)Nc3ccccc3N2O)sc2c1CCCC2	17.8%	-7.0%	8.1%
C/C(=N\NC(=O)CNC(=O)c1cccs1)c1ccc(Cl)c(Cl)c1	2.59µM*	-7.7%	7.6%
Cc1cnc(C(=O)NC2CC(C)(C)Cc3c2cnn3-c2cccc(F)c2)cn1 (configuration not stated)	?	13.0%	0.4%
CCc1nc2ccccc2n1CC(C)C(=O)O (configuration not stated)	3.4%	-18.4%	0.1%
CN(C)/C=C/c1[nH]c(=O)[nH]c(=O)c1[N+](=O)[O-]	0.1%	-18.7%	-1.3%
O=C(NC1CC1)c1ccc2c(c1)N(Cc1ccc(Cl)cc1)CCS2	?	17.1%	?
COc1ccccc1CNC(=O)c1cccc(S(=O)(=O)N2CCN(C)CC2)c1	4.0%	-0.5%	-6.7%
O=C(NCCCn1ccnc1)c1ccc(OCC(F)(F)F)cc1	6.1%	7.5%	-10.3%
COc1ccc2c(c1)CCc1sc(NC(=O)c3cccc(Br)c3)nc1-2	?	-20.5%	/

Some of the entries so far, in CSV form:
SMILES,TDP1 cell CPT,FEN1 inh,N370S GC mod
CCn1c(O)c(N=NC(=O)c2ccc(CSc3nncn3C)cc2)c2ccccc21,?,-22.0%,-8.7%
CCOc1nc(CC)nc(NC(=O)NS(=O)(=O)c2ccccc2Cl)n1,-10.7%,1.3%,-2.1%
Cc1noc(C)c1COC(=O)CCCOc1ccc(Cl)cc1Cl,1.6%,-17.8%,18.1%
OCC1(CO)COC(CCc2ccccc2)=N1,-9.8%,0.2%,-16.9%
CCOC(=O)CSc1nc2ccccc2c(=O)n1-c1cccc(C)c1,-23.0%,-12.0%,/
Cc1cc(C)c2c(CC(=O)Nc3ccccc3C(F)(F)F)coc2c1,-2.4%,-4.9%,/
O=C(O)c1cccnc1SCc1cccc(Br)c1,-15.5%,-4.0%,-12.7%
Cc1cc2c(cc1S(=O)(=O)CCC(=O)N(C)C1CCCCC1)OCC(=O)N2,-17.8%,-9.4%&-1.2%,-10.0%
CNc1ccc(Cl)nn1,1.3%,19.4%,-13.2%
CN1CCN(CC(=O)Nc2cc(N(C)C)nc3ccccc23)CC1,1.2%,-5.6%,0.4%
COC(=O)c1ccccc1S(=O)(=O)N1CCC(C(=O)NCc2ccco2)CC1,-10.0%,-14.2%,/
Cc1ccc2nc(NC(=O)CSc3nc(=O)n(CCCN(C)C)c4c3CCC4)sc2c1,9.2µM*,?,-5.0%
CS(=O)(=O)N1c2ccccc2[C@]2([C@@]34C[C@H]5C(=O)N[C@@H](Cc6ccccc6)C(=O)N5[C@@H]3N(S(C)(=O)=O)c3ccccc34)C[C@H]3C(=O)N[C@@H](Cc4ccccc4)C(=O)N3[C@H]12,6.3%,-13.2%,/
CCOc1ccccc1NC(=O)CSc1ccccc1,0.6%,-1.6%,-0.6%
CC(=O)Nc1ccc(NC(=O)C(Cc2ccccc2)NS(=O)(=O)c2ccc3c(c2)oc(=O)n3C)cc1 (configuration not stated),-8.9%,17.3%,/
COc1ccc(-n2c(C)csc2=S)cc1,-1.0%,6.6%,-1.8%

Some of the compounds tested. The share of hits here may be higher or lower than overall.
